Assay outcomes (PubChem BioAssay)
ULK1 primary – blocks human autophagy kinase ULK1; inhibition, % at 5.96 µM; AlphaScreen Atg13 phosphorylation by ULK1, luminescence; actives 1.9% (n = 30,000); O75385; AID 1259251; in the data active = inhibition above about 43%;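 also: 0% = median of compound wells and 100% = no enzyme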
Target sequence (O75385 whole entry, looked up): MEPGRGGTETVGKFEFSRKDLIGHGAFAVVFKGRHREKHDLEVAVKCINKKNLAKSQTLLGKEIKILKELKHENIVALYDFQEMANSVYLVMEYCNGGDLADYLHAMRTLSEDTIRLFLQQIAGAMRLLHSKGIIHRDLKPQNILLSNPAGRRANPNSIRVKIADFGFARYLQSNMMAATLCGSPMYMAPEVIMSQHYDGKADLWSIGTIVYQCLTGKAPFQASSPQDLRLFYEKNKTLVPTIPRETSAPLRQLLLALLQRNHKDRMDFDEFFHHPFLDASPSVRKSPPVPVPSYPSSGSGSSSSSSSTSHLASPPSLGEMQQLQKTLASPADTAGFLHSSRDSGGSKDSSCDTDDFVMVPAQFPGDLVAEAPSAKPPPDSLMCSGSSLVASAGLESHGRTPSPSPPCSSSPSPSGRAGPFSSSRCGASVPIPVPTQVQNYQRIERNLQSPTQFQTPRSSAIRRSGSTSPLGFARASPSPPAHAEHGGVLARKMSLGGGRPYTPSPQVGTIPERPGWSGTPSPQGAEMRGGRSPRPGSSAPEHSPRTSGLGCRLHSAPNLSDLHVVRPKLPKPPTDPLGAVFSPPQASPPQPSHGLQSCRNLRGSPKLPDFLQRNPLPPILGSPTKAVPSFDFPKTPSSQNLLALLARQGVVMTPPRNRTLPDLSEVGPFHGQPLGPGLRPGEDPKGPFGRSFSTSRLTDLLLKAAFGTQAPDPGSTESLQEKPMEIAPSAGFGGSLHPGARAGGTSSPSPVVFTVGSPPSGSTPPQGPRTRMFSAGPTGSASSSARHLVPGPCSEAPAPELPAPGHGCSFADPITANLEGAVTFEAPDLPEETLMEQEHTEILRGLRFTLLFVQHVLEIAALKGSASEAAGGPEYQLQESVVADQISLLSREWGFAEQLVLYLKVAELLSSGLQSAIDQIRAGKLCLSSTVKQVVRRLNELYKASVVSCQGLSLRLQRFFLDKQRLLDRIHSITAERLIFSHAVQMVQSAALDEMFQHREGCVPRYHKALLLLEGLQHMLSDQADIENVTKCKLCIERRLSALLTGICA
ASK1 inh – human ASK1 kinase inhibition, primary screen; Q99683; AlphaScreen MKK6 phosphorylation by ASK1, luminescence; inhibition, % at 7.44 µM; actives 0.99% (n = 22,000); AID 1159602; in the data active = inhibition above about 35%;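 also: 0% = median of compound wells and 100% = no enzyme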
Numbers without * were called inactive.

What do the screens show for `NC(=O)c1cccc(-c2ccc(N3CCOCC3)nc2)c1`?
ULK1 primary: 6.8; ASK1 inh: -11.1

Results for OCC1CCCN1c1cc(NCCc2ccc(O)cc2)ncn1 (centres undefined) ?
ULK1 primary: 3.0; ASK1 inh: -6.8

How did CCN(CC)C(=O)C1CCCN(c2nc3ccc(C(=O)Nc4ccc(N5CCOCC5)cc4)cc3s2)C1 (centres undefined) do in these assays?
ULK1 primary: 16.5; ASK1 inh: -3.1

How did COc1cc(NC(=O)c2cccc(-n3cc(Nc4ccc5ccccc5n4)cn3)c2)cc(OC)c1OC do in these assays?
ULK1 primary: -7.2; ASK1 inh: -10.8

What do the screens show for `CC(C)(C)OC(=O)N1CCC(C(=O)Nc2ccc3[nH]ncc3c2)CC1`?
ULK1 primary: 6.0; ASK1 inh: 3.2

How did O=C(O)COc1cccc(-c2nc(Nc3ccc4[nH]ncc4c3)c3ccccc3n2)c1 do in these assays?
ULK1 primary: 5.8; ASK1 inh: 2.4

What do the screens show for `COc1ccc(CNc2nc(-c3ccc(N(C)C)cc3)nc3nc[nH]c23)cc1`?
ULK1 primary: 21.9; ASK1 inh: -17.1

What do the screens show for `CC(C)[C@H](O)C(=O)N1CCN(c2ccc3[nH]ncc3c2)CC1`?
ULK1 primary: -2.2; ASK1 inh: -1.2

How did CN1CC(O)(c2ccc([N+](=O)[O-])cc2)SC1=Nc1ccccc1 (centres undefined) do in these assays?
ULK1 primary: 8.7

Results for COc1ccc(-c2nc(NCc3ccccc3)nc(OC)n2)cn1 ?
ULK1 primary: -4.2; ASK1 inh: 7.0

What do the screens show for `COc1cc(-c2ccnc(N)n2)ccc1NC(=O)[C@H]1COc2ccccc2O1`?
ULK1 primary: 9.1; ASK1 inh: -20.4

What do the screens show for `c1cnc(Nc2nc(NCc3nc4ccccc4[nH]3)c3ncn(C4CCCCC4)c3n2)nc1`?
ULK1 primary: -0.1; ASK1 inh: 2.4

Results for O=C(NC1CCN(Cc2ccccc2)CC1)c1ccc(-c2ccc(N3CCOCC3)nc2)s1 ?
ULK1 primary: 5.9; ASK1 inh: 3.3

How did O=C(Nc1ccc(-c2cn[nH]c2)cc1)c1cccc2ccccc12 do in these assays?
ULK1 primary: 0.7; ASK1 inh: -8.4

What do the screens show for `CC1CN(c2nc(N3CCOCC3)nc3c2cnn3-c2ccccc2)CC(C)O1` (centres undefined)?
ULK1 primary: 1.8

How did O=C(Nc1ccc2[nH]ncc2c1)c1ccnc(O[C@@H]2CCCN(Cc3ccccc3)C2)c1 do in these assays?
ULK1 primary: -11.5; ASK1 inh: 6.9

Results for O=C1CCCN1CCn1cnc2c(Nc3ccccc3)nc(Nc3cnccn3)nc21 ?
ULK1 primary: -5.3; ASK1 inh: 8.2

How did NC(=O)c1ccc(-c2nc(NCCO)c3ncn(-c4ccccc4)c3n2)cc1 do in these assays?
ULK1 primary: -0.2; ASK1 inh: 3.7

What do the screens show for `FC(F)(F)c1cccc(CNc2nc(NC3CCN(Cc4ccccc4)CC3)nc3c2ncn3-c2ccccc2)c1`?
ULK1 primary: 7.3; ASK1 inh: 7.8

Results for Cc1ncn(-c2ccc(Nc3nccc(-c4cc(C#N)cc(-c5ccccc5)c4)n3)cc2)n1 ?
ULK1 primary: 7.8; ASK1 inh: 1.8

Results for CNC(=O)CN(c1ccccc1C)S(=O)(=O)c1ccccc1 ?
ULK1 primary: -0.1

How did Cc1cc(NCC2CCCO2)nc(-c2cccc(OC(F)(F)F)c2)n1 (centres undefined) do in these assays?
ULK1 primary: -0.9; ASK1 inh: -10.4

Results for COc1cc(Nc2cc(C(=O)NC3CC3)ccn2)cc(OC)c1OC ?
ULK1 primary: 21.6; ASK1 inh: -0.5

How did O=C(Nc1ccc(N2CCOCC2)cc1)c1cccc(-n2cc3c(n2)CCC(Nc2ccccc2)C3)c1 (centres undefined) do in these assays?
ULK1 primary: -6.2; ASK1 inh: 8.3

What do the screens show for `Cc1nn(C)c(C)c1-c1nc(NCc2ccccc2)c2ncn(C3CCCCC3)c2n1`?
ULK1 primary: -4.6; ASK1 inh: 11.1

What do the screens show for `CC(=O)Nc1ccc(Nc2nc(Cl)nc3c2ncn3Cc2ccc(C(F)(F)F)cc2)cc1`?
ULK1 primary: -31.3; ASK1 inh: -0.9

What do the screens show for `CCCNc1cc(-c2ccccc2)ncn1`?
ULK1 primary: 2.0; ASK1 inh: 0.3

What do the screens show for `Cn1cc(-c2ccccc2NC(=O)/C=C/c2ccccc2)cn1`?
ULK1 primary: -3.5

Results for c1ccc(-c2nc(NCc3nc4ccccc4[nH]3)c3ncn(-c4ccsc4)c3n2)cc1 ?
ULK1 primary: -13.0; ASK1 inh: -4.7

Results for COc1ccc(-c2nc(NCc3ccccc3)c3ncn(CCN4CCCC4=O)c3n2)cn1 ?
ULK1 primary: -4.9; ASK1 inh: 7.0

Results for O=C(NC1CC1)c1ccc(-c2nc(NCc3cccc(C(F)(F)F)c3)c3ncn(-c4ccccc4)c3n2)cc1 ?
ULK1 primary: -5.6; ASK1 inh: 44.7*

How did COc1ccc(CNC(=O)c2cc(N)ccn2)cc1 do in these assays?
ULK1 primary: -11.1; ASK1 inh: -0.7

How did O=C1CCCN1CCCNc1nc(-c2csc3ccccc23)nc2nc[nH]c12 do in these assays?
ULK1 primary: -22.1; ASK1 inh: -16.2

How did O=c1c2c(nc3ccccn13)CCN(C(=S)Nc1ccccc1)C2 do in these assays?
ULK1 primary: 3.5

What do the screens show for `CCCNC(=O)c1ccc2nc(Nc3ccccc3)sc2c1`?
ULK1 primary: 2.3; ASK1 inh: -4.7

Results for Cc1cc(N)nc(Nc2ccc3ncccc3c2)n1 ?
ULK1 primary: 5.1; ASK1 inh: -11.7

How did O=C(Nc1cc(F)c(-c2cn[nH]c2)cc1N1CCOCC1)[C@@H]1COc2ccccc2O1 do in these assays?
ULK1 primary: -29.2; ASK1 inh: 12.2

What do the screens show for `c1ccc(Nc2nc(Nc3ccc(-n4ccnc4)cc3)nc3nc[nH]c23)cc1`?
ULK1 primary: 23.5; ASK1 inh: -9.0

Results for COc1cc(Nc2nc(N3CCC(N4CCOCC4)CC3)nc3c2ncn3-c2ccsc2)cc(OC)c1OC ?
ULK1 primary: -2.4; ASK1 inh: 25.0

How did C[C@@H](O)C(=O)N1CCCC(Nc2ccc3[nH]ncc3c2)C1 (some centres undefined) do in these assays?
ULK1 primary: -9.0; ASK1 inh: 10.4

Sorted by molecular weight (high to low): six of the compounds above.
How did O=C(Nc1cc(F)c(-c2cn[nH]c2)cc1N1CCOCC1)[C@@H]1COc2ccccc2O1 do in these assays?
ULK1 primary: -29.2; ASK1 inh: 12.2

How did O=C1CCCN1CCCNc1nc(-c2csc3ccccc23)nc2nc[nH]c12 do in these assays?
ULK1 primary: -22.1; ASK1 inh: -16.2

What do the screens show for `c1ccc(Nc2nc(Nc3ccc(-n4ccnc4)cc3)nc3nc[nH]c23)cc1`?
ULK1 primary: 23.5; ASK1 inh: -9.0

What do the screens show for `CCCNC(=O)c1ccc2nc(Nc3ccccc3)sc2c1`?
ULK1 primary: 2.3; ASK1 inh: -4.7

How did C[C@@H](O)C(=O)N1CCCC(Nc2ccc3[nH]ncc3c2)C1 (some centres undefined) do in these assays?
ULK1 primary: -9.0; ASK1 inh: 10.4

How did COc1ccc(CNC(=O)c2cc(N)ccn2)cc1 do in these assays?
ULK1 primary: -11.1; ASK1 inh: -0.7

(continued)
How did CC(Cc1ccccc1)NN (centres undefined) do in these assays?
ULK1 primary: 13.1

How did O=C(NCCN1CCOCC1)c1ccc2nc(Nc3nccc4ccccc34)sc2c1 do in these assays?
ULK1 primary: 0.2; ASK1 inh: -25.2

Results for c1cc(Nc2nc3c(s2)CCCC3)cc(Nc2ccc(N3CCOCC3)cc2)n1 ?
ULK1 primary: 8.4; ASK1 inh: 9.5

What do the screens show for `CCNC(=O)c1c(NC(=O)COc2ccccc2C)sc2c1CCCC2`?
ULK1 primary: 0.4

Results for CCCC(O)(CCC)C(=O)NNc1ccccc1C ?
ULK1 primary: -7.0

What do the screens show for `COc1ccc(Cl)cc1NC(=O)CN1CCC2(CC1)NC(=O)N(C)C2=O`?
ULK1 primary: 1.1

What do the screens show for `Cc1cc(Nc2ccc(N3CCOCC3)cc2)nc(N2CCN(c3ccccn3)CC2)n1`?
ULK1 primary: 3.7; ASK1 inh: 45.7*

How did O=C(NC1CC1)c1ccc(-c2nc(NCCO)c3ncn(-c4ccsc4)c3n2)cc1 do in these assays?
ULK1 primary: 12.1; ASK1 inh: -10.0

How did COc1cccc(CNC(=O)Nc2ccc(-c3cn[nH]c3)cc2OCCN2CCOCC2)c1 do in these assays?
ULK1 primary: 9.4; ASK1 inh: 12.2

Results for CN(C)c1onc(-c2ccnc(Nc3ccc(N4CCOCC4)cc3)c2)c1-c1ccc(F)cc1 ?
ULK1 primary: -14.4; ASK1 inh: 32.0

Continued, starting with the last three of the part before.
How did O=C(NC1CC1)c1ccc(-c2nc(NCCO)c3ncn(-c4ccsc4)c3n2)cc1 do in these assays?
ULK1 primary: 12.1; ASK1 inh: -10.0

How did COc1cccc(CNC(=O)Nc2ccc(-c3cn[nH]c3)cc2OCCN2CCOCC2)c1 do in these assays?
ULK1 primary: 9.4; ASK1 inh: 12.2

Results for CN(C)c1onc(-c2ccnc(Nc3ccc(N4CCOCC4)cc3)c2)c1-c1ccc(F)cc1 ?
ULK1 primary: -14.4; ASK1 inh: 32.0

What do the screens show for `CC1CN(c2[nH]c(=O)n(C)c(=O)c2Cc2cccc(C(F)(F)F)c2)CC(C)O1` (centres undefined)?
ULK1 primary: -2.3

Results for c1nc(NCc2ccc3c(c2)OCO3)cc(Nc2ccc(N3CCOCC3)cc2)n1 ?
ULK1 primary: 6.0; ASK1 inh: -5.5

How did Cc1cnc(-c2ccc(C(=O)N3CCN(C)CC3)cc2)nc1NCc1nc2ccccc2[nH]1 do in these assays?
ULK1 primary: 1.7; ASK1 inh: -16.4

Results for Cc1cc(NCc2ccccc2)nc(Nc2ccccn2)n1 ?
ULK1 primary: 0.6; ASK1 inh: -11.1

How did O=C1CCC(c2ccc(-n3ccnc3)cc2)=NN1 do in these assays?
ULK1 primary: -1.2

How did COc1cc2nc(NCCN3CCOCC3)nc(NC3CC3)c2cc1OC do in these assays?
ULK1 primary: -4.4; ASK1 inh: -7.6

Results for O=C(N/N=C/c1c[nH]c2ccccc12)C(O)(c1ccccc1)c1ccccc1 ?
ULK1 primary: -8.4

How did O=C1CCCN1CCCNc1nc(-c2ccc(N3CCOCC3)nc2)nc2c1ncn2-c1ccsc1 do in these assays?
ULK1 primary: -12.0; ASK1 inh: -0.7

How did O=C(O)C(=O)Nc1cccc(-c2nn[nH]n2)c1 do in these assays?
ULK1 primary: 0.4

How did Cc1cnc(NC2CCC(O)CC2)nc1Nc1ccc(N2CCOCC2)cc1 (centres undefined) do in these assays?
ULK1 primary: 2.6; ASK1 inh: 7.7

What do the screens show for `N#Cc1cc(-c2nc(Nc3ccc(N4CCOCC4)cc3)ncc2F)cc(N2CCOCC2)c1`?
ULK1 primary: 3.2; ASK1 inh: 12.7

How did Cn1nccc1Nc1nc(NCc2cccnc2)c2ncn(Cc3ccc(C(F)(F)F)cc3)c2n1 do in these assays?
ULK1 primary: 16.5; ASK1 inh: -15.8

Results for O=C1c2ccccc2C(=O)C1c1ccc(C(F)(F)F)cc1 ?
ULK1 primary: 9.4

Results for O=C(NCc1ccccc1)c1cccc(Nc2cccnc2)n1 ?
ULK1 primary: -9.8; ASK1 inh: -15.4

Results for O=C1CCCN1CCCNc1ncnc2nc(N3CCc4ccccc4C3)[nH]c12 ?
ULK1 primary: 9.1; ASK1 inh: -13.1

How did CC(=O)c1cccc(-c2nc3ccc(C(=O)NCc4cccc(C(F)(F)F)c4)cc3s2)c1 do in these assays?
ULK1 primary: -12.2; ASK1 inh: -10.1

Results for CCCCC[C@H](O)/C=C/[C@@H]1[C@H]2C/C(=C/CCCC(=O)O)O[C@H]2C[C@H]1O ?
ULK1 primary: 3.3

What do the screens show for `Cn1cc(-c2cc(Nc3ccc(N4CCOCC4)c(F)c3)ncc2Cl)cn1`?
ULK1 primary: 31.8; ASK1 inh: -0.2

What do the screens show for `O=C(Cc1cccc([N+](=O)[O-])c1)Nc1cnn(-c2cccc(C(=O)Nc3ccc(N4CCOCC4)cc3)c2)c1`?
ULK1 primary: -4.9; ASK1 inh: 22.1

What do the screens show for `CCn1c(SCC(=O)OC)nnc1-c1ccncc1`?
ULK1 primary: 10.1

How did c1ccc2[nH]c(CNc3ccnc(-c4ccc(N5CCOCC5)nc4)n3)nc2c1 do in these assays?
ULK1 primary: 1.6; ASK1 inh: -2.3

What do the screens show for `CC(C)N(CCNc1ncnc2c1nc(N1CCc3ccccc3C1)n2C(C)C)C(C)C`?
ULK1 primary: -1.7; ASK1 inh: -23.0

How did Cc1cc(NCCCN2CCCC2=O)nc(Nc2nc3ccccc3n2C)n1 do in these assays?
ULK1 primary: 4.1; ASK1 inh: -2.3

What do the screens show for `CN(Cc1ccc(C(C)(C)C)cc1)Cc1cccc2ccccc12`?
ULK1 primary: -16.9

What do the screens show for `O=C(NC1CC1)c1ccc(-c2nc(NCc3ccccc3)c3ncn(-c4ccccc4)c3n2)cc1`?
ULK1 primary: -9.7; ASK1 inh: -6.1

What do the screens show for `Nc1ccnc(Oc2ccccc2)n1`?
ULK1 primary: -10.6; ASK1 inh: -2.1

What do the screens show for `COc1cc2nc(Nc3cccnc3)nc(Nc3cc(OC)c(OC)c(OC)c3)c2cc1OC`?
ULK1 primary: -6.6; ASK1 inh: 13.2

What do the screens show for `O=C1CC[C@@H](C(=O)N2CSC[C@H]2C(=O)O)N1`?
ULK1 primary: -0.1

How did c1ccc(-c2nc(NCCN3CCOCC3)c3ncn(-c4ccccc4)c3n2)cc1 do in these assays?
ULK1 primary: -28.4; ASK1 inh: -0.7

How did Cc1ncn(-c2ccc(Nc3nccc(-c4ccc(N5CCC6(CC5)OCCO6)c(C#N)c4)n3)cc2)n1 do in these assays?
ULK1 primary: -0.6; ASK1 inh: 1.3

Results for OCCNc1nc(N2CCc3ccccc3C2)nc2c1ncn2C1CCCCC1 ?
ULK1 primary: 2.8; ASK1 inh: 4.7

Results for COc1cc(C)c(C)cc1S(=O)(=O)Nc1cccc(-c2ccc(N3CCCC3)nn2)c1 ?
ULK1 primary: -1.2
